# LYPLA2 counter – LYPLA2 (human) inhibition in PME1 counter-screen. O95372. recombinant LYPLA2, FP-Rh probe fluorescence polarization. inhibition, % at 5.9 µM. actives 0.38% (n = 320,000). AID 2177;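 active means inhibition above the screen-wide mean plus 3 SD, limit set per campaign, cut at about 26% in these data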;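 further: 0% = LYPLA2 with DMSO and 100% = wells lacking LYPLA2 enzyme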
# ZTA counter – counter-screen for EBNA-1 inhibitors: inhibitors of Epstein-Barr virus ZTA. P03206. ZTA-DNA binding, fluorescence polarization. inhibition, % at 11 µM. actives 0.15% (n = 320,000); in the data active means inhibition above about 33%
# PAFAH1B3 inh – blocks human PAF acetylhydrolase 1B catalytic subunit 3. actives 0.28% (n = 340,000). AID 492972. recombinant PAFAH1B3, FP-rhodamine probe, fluorescence polarization. inhibition, % at 3.39 µM;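 active means inhibition above the screen-wide average of all tested compounds plus 3 SD, cut at about 25% in these data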;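 further: 0% = enzyme with DMSO only and 100% = wells lacking PAFAH1B3 protein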
# PAFAH2 FP inh – inhibitors of human PAFAH2. recombinant PAFAH2, FP-rhodamine activity probe, fluorescence polarization. Q99487. inhibition, % at 3.39 µM. actives 0.99% (n = 340,000);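 active means inhibition above the mean over all tested compounds plus 3 SD, cut at about 30% in these data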;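 further: inhibitors block probe labeling of enzyme so polarization drops; 0% = enzyme with DMSO and 100% = wells lacking PAFAH2 protein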
# PREPL inh – human PREPL enzyme inhibition | Q4J6C6 | recombinant PREPL, fluorescence polarization activity-based probe | inhibition, % at 5.96 µM | actives 0.68% (n = 320,000) | AID 2751; in the data active means inhibition above about 43%;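 further: 0% = enzyme with DMSO and 100% = wells lacking enzyme; many of its hits are not listed in these tables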
# Target sequence (Q4J6C6 whole entry, looked up): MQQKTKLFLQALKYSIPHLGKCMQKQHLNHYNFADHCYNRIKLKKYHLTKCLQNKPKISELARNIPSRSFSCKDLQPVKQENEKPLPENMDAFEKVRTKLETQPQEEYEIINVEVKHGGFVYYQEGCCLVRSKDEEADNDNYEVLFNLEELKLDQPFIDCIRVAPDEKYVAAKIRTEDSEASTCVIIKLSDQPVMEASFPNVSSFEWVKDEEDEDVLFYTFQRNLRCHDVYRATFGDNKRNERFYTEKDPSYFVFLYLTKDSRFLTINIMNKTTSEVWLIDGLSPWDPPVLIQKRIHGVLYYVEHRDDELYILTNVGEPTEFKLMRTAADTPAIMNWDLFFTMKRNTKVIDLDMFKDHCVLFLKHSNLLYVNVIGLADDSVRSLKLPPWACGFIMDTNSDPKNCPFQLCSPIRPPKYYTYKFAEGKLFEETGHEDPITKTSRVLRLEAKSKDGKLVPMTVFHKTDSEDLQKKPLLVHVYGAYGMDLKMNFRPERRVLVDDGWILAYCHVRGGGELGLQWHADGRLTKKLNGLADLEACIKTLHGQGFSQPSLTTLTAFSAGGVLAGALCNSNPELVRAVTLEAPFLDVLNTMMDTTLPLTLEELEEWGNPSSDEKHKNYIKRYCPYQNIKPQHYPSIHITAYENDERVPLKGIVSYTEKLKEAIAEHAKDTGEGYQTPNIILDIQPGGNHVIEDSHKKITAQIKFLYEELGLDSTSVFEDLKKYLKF
# EBNA-1 inhibitor – blocks EBNA-1 binding to DNA. EBNA-1 DNA binding, fluorescence polarization. inhibition, % at 14.8 µM. actives 0.34% (n = 300,000); in the data active means inhibition above about 28%
# LYPLA1 counter – blocks human lysophospholipase 1, a PME1 counter-screen; O75608; recombinant LYPLA1, FP-Rh probe fluorescence polarization; inhibition, % at 5.9 µM; actives 0.16% (n = 320,000);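 active means inhibition above the mean of all tested compounds plus 3 SD, set per campaign, cut at about 14% in these data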;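 further: inhibitors block serine hydrolase probe labeling of LYPLA1 so polarization falls; 0% = enzyme with DMSO and 100% = wells lacking LYPLA1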
# pPAFAH inh – inhibitors of human plasma PAF acetylhydrolase (pPAFAH) | inhibition, % at 3.39 µM | recombinant pPAFAH, FP-rhodamine probe fluorescence polarization | actives 1.5% (n = 330,000) | AID 463082 | Q13093;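 active means inhibition above the mean inhibition across the screen plus 3 SD, cut at about 25% in these data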;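 further: inhibitors block binding of the rhodamine activity-based probe so polarization drops; 0% = enzyme with DMSO and 100% = wells lacking pPAFAH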
# PAFAH1B2 FP inh – blocks human PAF acetylhydrolase 1b catalytic subunit 2. actives 1.2% (n = 340,000). inhibition, % at 3.39 µM. recombinant PAFAH1B2, FP-rhodamine activity probe, fluorescence polarization;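 active means inhibition above the mean of all tested compounds plus 3 SD, cut at about 24% in these data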;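 further: 0% = enzyme with DMSO and 100% = wells lacking PAFAH1B2; many of its hits are not listed in these tables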
# Target sequence (P68402 whole entry, looked up): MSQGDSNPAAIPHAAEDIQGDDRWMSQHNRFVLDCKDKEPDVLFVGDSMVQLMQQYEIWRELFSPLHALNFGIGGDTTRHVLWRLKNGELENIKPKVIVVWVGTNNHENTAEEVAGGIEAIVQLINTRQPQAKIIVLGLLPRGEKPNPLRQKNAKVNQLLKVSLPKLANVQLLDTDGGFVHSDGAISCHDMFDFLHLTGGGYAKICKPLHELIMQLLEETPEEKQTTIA
# An asterisk follows results filed as active; . = no result given; & = joins results of further samples. These rows are one share of the data (hit frequency here may not be typical).
molecule	LYPLA2 counter	ZTA counter	PAFAH1B3 inh	PAFAH2 FP inh	PREPL inh	EBNA-1 inhibitor	LYPLA1 counter	pPAFAH inh	PAFAH1B2 FP inh
Cc1cccc(NC(=O)/C(C#N)=C/c2ccc(Sc3ccccc3)o2)c1C	-8	5	5	0	-5	-11	-8	-2	-2
N#CCCN(C(=O)COC(=O)COc1ccc(Cl)cc1)c1ccccc1	6	-21	7	5	33	-4	-2	1	5
CNC(=S)N/N=C(\C)c1cccc(C(F)(F)F)c1	2	5	-2	13	-6	8	0	3	4
CCCCn1c2nc3ccccc3nc2c2c(=O)n(C(C)CC)cnc21 (stereo unspecified)	11	-9	15	-18	13	5	0	-7	2
Cc1ccc(NC(=O)N2CCC(NC(=O)c3cccc(F)c3)CC2)cc1	1	-11	1	-6	16	9	1	0	4
CN(C)CCCNC(=O)c1cc(C(=O)c2c(Cl)cccc2Cl)c[nH]1	1	-10	9	-3	-8	0	0	2	5
Cc1ccc(S(=O)(=O)N2CCCCC2)cc1NC(=S)NC(=O)c1ccco1	-3	-5	-1	-2	-2	10	-2	5	3
Cc1cccc(N2C(=O)C3C(c4ccccc4)OC4(C(=O)c5ccccc5C4=O)C3C2=O)c1 (stereo unspecified)	-17	11	4	-3	3	4	-5	4	1
COc1ccc(-c2cc(C(F)(F)F)c(C#N)c(SCC(=O)Nc3ccccc3C#N)n2)cc1	2	-14	.	.	-8	4	2	-1	.
COc1ccc(-c2cc(-c3cccs3)nc3sc(C#N)c(N)c23)cc1	-1	-6	10	10	6	2	-2	5	0
C[N+]1(CC(=O)OCCCC2CCCCC2)CCCC1	4	-4	16	10	-5	-4	0	3	6
NCCNC(=O)Cc1ccc(NC(=O)Cc2ccc(Nc3ncnc4c3ncn4[C@@H]3O[C@H](CO)[C@@H](O)[C@H]3O)cc2)cc1	-4	-5	1	4	7	-6	-2	0	-2
O=C(O)c1cn(Cc2ccccc2)nc1-c1cccnc1	1	9	6	-2	0	-5	5	4	4
O=c1c2ccc([N+](=O)[O-])cc2ncn1CCOc1ccc(Cl)cc1	5	8	11	1	34	-2	7	8	11
CCC(Sc1nccn1C)C(=O)Nc1nnc(C)s1 (stereo unspecified)	-2	-18	4	-8	12	-3	-3	-6	2
CCCN1CCN(C(=O)Cn2cnc3ccc(S(=O)(=O)N4CCC(C)CC4)cc3c2=O)CC1	0	9	.	.	-4	4	1	3	.
CCOc1ccc(-c2c(C)sc3nc[nH]c(=O)c23)cc1	6	-3	-3	-2	-8	4	-4	7	3
CC(CCc1ccc(O)cc1)NCCc1ccc(O)c(O)c1 (stereo unspecified)	2	6	0	2	12	-9	2	1	8
CNC(=O)C1CCN(S(=O)(=O)c2c(C)noc2/C=C/c2cccc(OC)c2)CC1	0	4	5	-2	4	4	0	7	0
Cc1ccc(S(=O)(=O)N2CCCCC2)cc1C(=O)Nc1ccc2cn[nH]c2c1	-8	6	6	2	3	6	-9	5	4
O=C(O)C[C@H]1c2cc(F)ccc2S(=O)(=O)N1C1CCCC1	-3	-17	7	6	0	-2	-2	6	1
CSCc1ccc(C(=O)N2CCCC(Nc3ccc4c(c3)OCCO4)C2)o1 (stereo unspecified)	-5	-13	7	1	0	-8	3	3	0
Cc1ccc(N=Nc2c(N)[nH]n3c(=O)cc(C)nc23)cc1	2	9	10	10	19	-4	-1	7	3
COc1ccc(Cn2ccnc2)cc1[N+](=O)[O-]	1	8	-2	-1	12	2	0	-3	0
O=C(CCCCCNC(=O)c1ccccc1)N/N=C/c1ccco1	8	-17	1	-5	-7	10	-2	-1	2

# Just EBNA-1 inhibitor and PREPL inh (6 entries from above):
Compound	EBNA-1 inhibitor	PREPL inh
COc1ccc(-c2cc(-c3cccs3)nc3sc(C#N)c(N)c23)cc1	2	6
C[N+]1(CC(=O)OCCCC2CCCCC2)CCCC1	-4	-5
NCCNC(=O)Cc1ccc(NC(=O)Cc2ccc(Nc3ncnc4c3ncn4[C@@H]3O[C@H](CO)[C@@H](O)[C@H]3O)cc2)cc1	-6	7
O=C(O)c1cn(Cc2ccccc2)nc1-c1cccnc1	-5	0
O=c1c2ccc([N+](=O)[O-])cc2ncn1CCOc1ccc(Cl)cc1	-2	34
CCC(Sc1nccn1C)C(=O)Nc1nnc(C)s1 (stereo unspecified)	-3	12

# Further structures follow:
molecule	LYPLA2 counter	ZTA counter	PAFAH1B3 inh	PAFAH2 FP inh	PREPL inh	EBNA-1 inhibitor	LYPLA1 counter	pPAFAH inh	PAFAH1B2 FP inh
O=C(COC(=O)c1cccc(S(=O)(=O)NCc2ccccc2)c1)NCC1CCCO1 (stereo unspecified)	1	-11	-9	17	3	-1	1	23	5
COCC(=O)Nc1nc(-c2ccc([N+](=O)[O-])cc2)cs1	2	-11	15	5	19	0	4	3	7
Cc1cccc(-n2c(O)c(C=Nc3c(C)n(C)n(-c4ccccc4)c3=O)c3ccccc3c2=O)n1	3	3	6&5	4&1	6	-1	0	1	2&1
CCc1nc(SCC(=O)N2CCC(C)CC2)c2c(=O)n(C)c(=O)n(C)c2n1	3	11	-2	15	-7	9	0	1	6
CN(C)C(=O)c1ccccc1Sc1cc(Cl)ccc1Cl	2	5	5	8	-11	-5	2	5	-1
NNC(=O)CN1C(CN2CCOCC2)=Nc2ccc(Br)cc2C1c1ccccc1 (stereo unspecified)	-10	4	3	-1	15	-8	-4	-2	2
CN(C)C(=O)NCc1ccc(S(N)(=O)=O)cc1	5	3	3	-2	2	15	-2	3	0
O=C1CC(SCCc2nc3ccccc3[nH]2)C(=O)N1c1ccc(F)cc1 (stereo unspecified)	5	10	0	0	10	6	2	3	11
Cc1cccc(N2CCN(C(=O)c3ccc4nccnc4c3)CC2C)c1 (stereo unspecified)	.	.	7	-3	31	.	.	0	1
Nc1c(C(=O)O)sc2nc(-c3ccccc3)cc(-c3ccccc3)c12	-4	-9	-9	1	3	-8	-2	14	4
COC(=O)Cn1c2c(c3cc(C)ccc31)CCCC2NC(C)c1ccccc1 (stereo unspecified)	2	-3	2	3	7	-6	-2	3	5
C=C(C)CN(CC)C(=O)CSc1nc2ncc(Cl)cc2[nH]1	-3	-8	5	3	13	-8	-1	-1	4
CS(=O)(=O)N(Cc1ccccc1)c1ccc(C(=O)Nc2ccccc2C(=O)O)cc1	2	-9	7	1	-1	0	2	-8	23
Cc1ccc(NC(=O)Nc2ccc3c(c2)nc(C)n3C)cc1C	5	6	.	.	26	5	-3	8	.
O=C(COC(=O)CCS(=O)(=O)c1ccc(Cl)cc1)Nc1ncc(Cl)cc1Cl	0	2	15	7	-2	4	0	13	9
N#Cc1ccc(S(=O)(=O)N2CCN(CC(=O)Nc3ccccc3C(=O)NC3CC3)CC2)cc1	2	-6	-2	4	6	.	0	-1	3
Cc1nnc(NC(=O)Cn2c(=O)sc3ccccc32)s1	-4	-1	1	2	-4	-6	-1	-2	4
COc1ccc(C=C2C(=O)c3ccccc3C2=O)cc1O	6	20	8	15	17	6	2	11	5
Cc1ccc(C2NC(=O)c3c(sc4c3CCN(C)C4)N2)o1 (stereo unspecified)	2	11	-2	1	-2	4	-3	4	-1
COc1ccccc1/C=C/C=N/Nc1cccc(C(=O)O)c1	-1	12	-1	4	-1	-10	-1	11	7
O=C(/C=C/c1ccc(F)cc1)NCCCN1CCN(CCCNC(=O)/C=C/c2ccc(F)cc2)CC1	0	-22	0	-4	-18	-7	-2	3	3
Cc1cc(NC(=O)c2cccc(C(=O)Nc3cc(C)on3)n2)no1	9	-3	15	1	-1	-13	0	7	4
CCn1cc(CN2CCCC(C(=O)Nc3ccc(-c4cscn4)cc3)C2)c(C)n1 (stereo unspecified)	11	-6	11	8	2	-11	3	4	0
COc1ccccc1Cn1c(=S)[nH]c2cc(C(=O)N3CCCC3)ccc2c1=O	-2	0	0	4	-4	-3	-1	6	-3
O=C(COc1ccccc1CNCc1ccccc1)Nc1ccccc1	2	2	-6	1	7	-2	1	-1	3

# 3 of the entries above in order of their number in EBNA-1 inhibitor, rising.
structure	PAFAH1B3 inh	PAFAH2 FP inh	PREPL inh	EBNA-1 inhibitor	pPAFAH inh	PAFAH1B2 FP inh
Cc1cc(NC(=O)c2cccc(C(=O)Nc3cc(C)on3)n2)no1	15	1	-1	-13	7	4
Cc1cccc(-n2c(O)c(C=Nc3c(C)n(C)n(-c4ccccc4)c3=O)c3ccccc3c2=O)n1	6&5	4&1	6	-1	1	2&1
COc1ccc(Cn2ccnc2)cc1[N+](=O)[O-]	-2	-1	12	2	-3	0

# Additional structures follow.
molecule	LYPLA2 counter	ZTA counter	PAFAH1B3 inh	PAFAH2 FP inh	PREPL inh	EBNA-1 inhibitor	LYPLA1 counter	pPAFAH inh	PAFAH1B2 FP inh
CC1(C)CC2CC(C)(CN2C(=O)COC(=O)c2ccc(O)cc2O)C1 (stereo unspecified)	.	.	3	-5	4	.	.	7	25*
Cc1nn(CCc2nn[nH]n2)c2nc(-c3ccc(C4CCCCC4)cc3)cc(C(F)(F)F)c12	-5	20	-7	17	2	4	-9	27*	0
CCn1cnc2sc(-c3ccccc3)cc2c1=O	9	0	1	-2	6	9	-1	2	1
CN(C)c1ccc(P(=O)(Nc2ccccc2)N2CCOCC2)c(NC(=O)c2cccs2)c1 (stereo unspecified)	-6	13	8	8	29	0	2	6	2
Fc1ccc(-c2cnc(-c3cccs3)o2)cc1	4	7	3	12	-35	-2	-4	2	1
Cc1cc(Cl)ccc1NC(=O)COC(=O)CCNS(=O)(=O)c1ccccc1	-5	2	-1	3	2	.	1	34*	4
O=C(O)c1ccccc1-c1ccccc1C(=O)Nc1cccc(O)c1	2	6	16	-2	-1	-8	-1	4	2
O=C1CCC(/C=C/c2ccccc2)=NN1Cc1ccc(F)cc1	6	-3	2	7	-80	-3	1	1	-2
CC(C)SCCCOc1ccc(C(C)(C)C)cc1	0	-7	10	2	8	3	6	-4	-1
Cn1c(NC(=O)c2ccc(S(=O)(=O)N3CCCCC3)cc2)cc(=O)n(C)c1=O	2	-7	-4	6	5	-1	-1	5	0
CC(=O)c1ccc(N=C2SCCCN2C(=O)C2CCCCC2)cc1	5	-20	3	1	9	-4	0	1	4
CCN(CC)CCCN1C=C2C(=O)C(C)(OC(=O)CCC(=O)OC)C(=O)C=C2C=C1C1CC1 (stereo unspecified)	12	10	15	5	8	5	3	3	-1
Cc1cccc(N(CC(=O)Nc2c(C)n(C)n(-c3ccccc3)c2=O)S(C)(=O)=O)c1C	-4	-20	0	0	-2	-3	2	1	9

# Five records picked at random from the list so far:
molecule	LYPLA2 counter	ZTA counter	PAFAH1B3 inh	PAFAH2 FP inh	PREPL inh	EBNA-1 inhibitor	LYPLA1 counter	pPAFAH inh	PAFAH1B2 FP inh
Cc1cc(Cl)ccc1NC(=O)COC(=O)CCNS(=O)(=O)c1ccccc1	-5	2	-1	3	2	.	1	34*	4
CN(C)c1ccc(P(=O)(Nc2ccccc2)N2CCOCC2)c(NC(=O)c2cccs2)c1 (stereo unspecified)	-6	13	8	8	29	0	2	6	2
Cn1c(NC(=O)c2ccc(S(=O)(=O)N3CCCCC3)cc2)cc(=O)n(C)c1=O	2	-7	-4	6	5	-1	-1	5	0
CC(=O)c1ccc(N=C2SCCCN2C(=O)C2CCCCC2)cc1	5	-20	3	1	9	-4	0	1	4
Fc1ccc(-c2cnc(-c3cccs3)o2)cc1	4	7	3	12	-35	-2	-4	2	1
